Bioassay records (PubChem)
RmlCD inh 1536: M. tuberculosis RmlC/RmlD coupled enzyme inhibitors, primary screen, biochemical, compound mixtures, 384-well, from 1536-well plates | RmlC+RmlD coupled enzyme assay, percent inhibition; primary screen in compound mixtures | inhibition, % at 3.6 µM | dTDP-4-dehydrorhamnose reductase (Mycobacterium tuberculosis (strain ATCC 25618 / H37Rv)) … | hit rate 0.03% among 160,000; in the data active = inhibition mostly above about 34%, no sharp cut-off; also: some results filed as inactive read as strong as hits
Target sequence (P9WH09 whole entry, looked up): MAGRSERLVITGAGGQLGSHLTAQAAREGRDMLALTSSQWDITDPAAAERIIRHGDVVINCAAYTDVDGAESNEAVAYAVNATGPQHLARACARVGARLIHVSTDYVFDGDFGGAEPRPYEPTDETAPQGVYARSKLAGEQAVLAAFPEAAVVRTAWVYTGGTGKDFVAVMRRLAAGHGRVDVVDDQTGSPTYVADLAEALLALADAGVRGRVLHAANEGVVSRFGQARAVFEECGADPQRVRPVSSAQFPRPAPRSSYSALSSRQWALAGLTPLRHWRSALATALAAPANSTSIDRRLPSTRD
Target sequence (P9WH11 whole entry, looked up): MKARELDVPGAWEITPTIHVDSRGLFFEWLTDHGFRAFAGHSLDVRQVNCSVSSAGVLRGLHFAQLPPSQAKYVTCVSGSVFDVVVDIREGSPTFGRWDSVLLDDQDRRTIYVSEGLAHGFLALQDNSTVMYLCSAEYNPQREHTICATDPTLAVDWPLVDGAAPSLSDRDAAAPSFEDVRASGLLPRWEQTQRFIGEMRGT
M. tuberculosis GlmU: inhibition of mycobacterial GlmU enzyme – biochemical, glucosamine-1-phosphate acetyltransferase (AID 1376) | M. tuberculosis GlmU acetyltransferase enzyme assay; higher % means a stronger effect | inhibition, %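 (tested at 30 µM in the primary screen)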; hits with a dose series show IC50 in µM | hit rate 0.25% among 220,000; in the data active = inhibition above about 13%;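 also: 0% = complete reaction with vehicle and 100% = reaction without substrate; strong numbers were not always called active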
Starred values were filed as active, the others as inactive; / = not tested or not shown. Some of the compounds tested; rates above refer to the full screens.

Molecule	RmlCD inh 1536	M. tuberculosis GlmU
COC(=O)C1=C(C)NC(=S)NC1c1ccc(-c2cc(Cl)ccc2Cl)o1 (centres undefined)	8	-1.8%
O=C(NCCN=C1NS(=O)(=O)c2ccccc21)c1ccc2nccnc2c1	/	8.7%
CCc1n[nH]c(=S)n1/N=C/c1ccc(N(C)c2ccccc2)cc1	/	4.3%
CSc1nc2cc(S(=O)(=O)N3CCCCC3)ccc2s1	10	-1.2%
Cn1c(C(C)(O)C(O)c2ccccc2)nc2ccccc21 (centres undefined)	/	5.8%
Cc1cc(C(=O)CSc2nnnn2C)c(C)n1-c1ccc2c(c1)OCCO2	-4	-0.3%
CCOC(=O)N1CCN(c2c(-c3ccc(C)c(C)c3)c(=O)c2=O)CC1	/	-1.1%
CCOC(=O)C(C#N)C(c1cccnc1)c1c(C)[nH][nH]c1=O (centres undefined)	/	1.0%
O=c1c2ccccc2nnn1CSc1ccc2ccccc2n1	-7	-1.6%
C=CCC(COCc1ccccc1)NS(=O)(=O)c1ccccc1Br (centres undefined)	0	3.0%
CCc1cc(=O)oc2c(C)c(O)c(CN3CCCCC3)cc12	20	0.8%
COc1ccc2nc(SCC(=O)N(C)C3CCCCC3)c(C#N)cc2c1	75	4.7%
CCCC(=O)Nc1cc(OCC)c(NC(=O)NC2CCCCC2)cc1OCC	/	-3.8%
COc1cc(C(=O)C(=O)c2cc(OC)c(O)c(OC)c2)cc(OC)c1O	6	-2.0%
COc1cc(-c2nc3ccccc3s2)ccc1O	5	-0.8%

(list continues)
Molecule	RmlCD inh 1536	M. tuberculosis GlmU
Cn1nccc1C(=O)Nc1ccn(C23CC4CC(CC(C4)C2)C3)n1	4	1.1%
CCOP(=O)(OCC)c1cccc(O)c1	/	1.9%
CCOc1ccc(N(CC(=O)N2CCc3ccccc32)S(=O)(=O)c2c(C)noc2C)cc1	6	0.5%
CCSc1ccccc1C(=O)Nc1cccnc1	-4	1.7%
CCCCn1c(=O)n(C)c(=O)c2c3c(sc21)COC(C)(C)C3	/	2.3%
Nc1nonc1C(=O)N/N=C/c1ccncc1	-8	1.3%
CCOC(=O)c1cn2nc(Oc3ccccc3)ccc2n1	-5	-0.1%
O=C(NCc1ccc2c(c1)CCO2)Nc1cccc(C(F)(F)F)c1	7	0.2%
Cc1ccc(NC2=C(Cl)C(=O)OC2OC(=O)c2ccco2)cc1C (centres undefined)	5	3.0%
Cc1nc2nc[nH]n2c(=O)c1CC(=O)O	/	-2.6%
CC(C)(C)c1cc(C(=O)NN)n(Cc2ccc(F)cc2)n1	-9	-3.0%
CCOC(=O)c1csc(NC(=O)c2ccccc2)n1	/	-1.3%
O=C(O)/C=C/C(=O)N(Cc1ccc2c(c1)OCO2)C1CC(=O)N(CCc2ccccc2)C1=O (centres undefined)	/	1.0%
CCCCCCC1CC(CCc2nc(=S)[nH][nH]2)C(=O)O1 (centres undefined)	-9	-1.9%
COC(=O)c1ccccc1S(=O)(=O)NC(=O)c1ccccc1	11	2.2%

Remaining list, next part
Molecule	RmlCD inh 1536	M. tuberculosis GlmU
COc1ccc(N2C(=O)CC(N3CCC(c4nc5ccccc5[nH]4)CC3)C2=O)cc1 (centres undefined)	-6	2.7%
Cc1ccc(NC(=O)c2cccc(OCc3c(C)noc3C)c2)cc1S(=O)(=O)Nc1ccccc1Cl	3	2.6%
CNC(=S)N1CCN(c2cccc(OC)c2)CC1	12	-2.6%
CCc1nnc(NS(=O)(=O)c2ccc(N=Cc3c(C)[nH]n(-c4ccc(C)c(C)c4)c3=O)cc2)s1	-1	-3.8%
COc1ccc(C)cc1NC(=O)CSc1ccc(-c2cccnc2)nn1	-7	-8.4%
N#CCC(=O)Nc1ccc(C(=O)OCC(=O)Nc2ccccc2Sc2ccccc2)cc1	3	-3.7%
C(#Cc1ccccc1)Cn1nnc2ccccc21	/	2.7%
Cc1ccc(/C=C/C(=O)O)cc1S(=O)(=O)N(C)CCO	-7	1.0%
CCCCN(C)Cc1c(C)[nH]c2ccc(Cl)cc2c1=O	/	-3.0%
Cc1ccc(-c2c[n+](CC(=O)Nc3nc(-c4ccccc4)cs3)c3n2CCC3)cc1	-11	-13%
Cn1c(Cn2c(=O)sc3ccccc32)nnc1SCC(=O)NCCc1ccccc1	-4	-0.2%
O=C(O)CSC(C(=O)Nc1ccc(Br)cc1)c1ccccc1 (centres undefined)	/	-1.2%
Cc1cc(NC(=O)c2cc(-c3cccs3)on2)nn1Cc1ccc(Cl)cc1	6	/
Cc1cccc(Cn2c(SCCO)nc3c2c(=O)n(C)c(=O)n3C)c1	/	6.3%
O=C(c1ccc(O)cc1)c1ccc(O)cc1O	-10	-0.3%

Part of the list above, reformatted.
> COc1ccc(N2C(=O)CC(N3CCC(c4nc5ccccc5[nH]4)CC3)C2=O)cc1 (centres undefined)
  RmlCD inh 1536 = -6 | M. tuberculosis GlmU = 2.7%

> O=C(c1ccc(O)cc1)c1ccc(O)cc1O
  RmlCD inh 1536 = -10 | M. tuberculosis GlmU = -0.3%

(cont.)
Molecule	RmlCD inh 1536	M. tuberculosis GlmU
O=C1N(c2nncs2)CCN1[N+](=O)[O-]	-10	1.8%
COc1cccc(-n2cnc3sc(C)cc3c2=O)c1	5	-4.7%
CCn1cc(/C=c2/sc3n(c2=O)C2c4ccccc4OC(C)(N=3)C2C(=O)OC)c(C)n1 (centres undefined)	-2	1.5%
COc1ccc(O)c(-c2cc(C(F)(F)C(F)F)nc(-c3ccccc3)n2)c1	11	-4.0%
CCC(C)(C)c1ccc(Oc2ccc(N)cc2)cc1	-1	-7.9%
Cn1c(N)c(C(=O)COC(=O)c2ccc([N+](=O)[O-])o2)c(=O)n(C)c1=O	/	5.5%
O=C(c1ccc(Cl)cc1)N1CCN(C(=O)c2ccco2)CC1	/	-3.7%
COc1ccc(-c2c[n+]3c(n2-c2c(C)n(C)n(-c4ccccc4)c2=O)CCCCC3)cc1	15	-4.7%
COc1ccc(NC(=O)CC2C(=O)NCCN2C(=O)c2ccc(Cl)cc2)cc1 (centres undefined)	4	-1.6%
O=S(=O)(Nc1cccc2ncccc12)c1cccs1	-10	4.2%
O=c1c2cnn(-c3ccccc3)c2ncn1/N=C/c1ccncc1	/	-2.1%
CCc1ccc(/C=C/C(=O)c2cc(Br)ccc(=O)c2O)cc1	/	8.2%
c1ccc(Cn2cc(CSc3ccccc3)nn2)cc1	-10	1.4%
CC1CCCC(NC(=O)Cc2ccc(Br)cc2)C1C (centres undefined)	/	-2.7%
CSC1=C(C#N)C(c2ccc(C(C)C)cc2)CC(=O)N1 (centres undefined)	-1	-1.4%

Continued:
Molecule	RmlCD inh 1536	M. tuberculosis GlmU
O=C(Nc1ccc(N2CCCC2)c(Cl)c1)c1ccc(Br)o1	/	-5.1%
O=C(Nc1cnc2ccccc2c1)c1cccnc1	9	-2.1%
C=CCn1c(SCC(=O)Nc2ncc(Cc3cc(C(F)(F)F)ccc3Cl)s2)nnc1-c1ccncc1	/	-1.1%
CCc1ccc(C(=O)COC(=O)CNC(=O)c2cccs2)cc1	-10	-8.5%
O=C(O)CCc1nn2c3ccccc3n(CCO)c2nc1=O	/	2.0%
COc1ccc(CCNC(=O)CSc2ccc(Br)cc2)cc1OC	-6	2.0%
CN(C)CCCC(=O)c1ccc2c(c1)OCO2	/	0.1%
Cc1ccc(C)c(N2CCN(C(=O)c3ccc(Cn4c(=O)[nH]c5ccccc5c4=O)cc3)CC2)c1	5	4.2%
CC(=O)Nc1ccc(/C=N/Nc2nc3ccccc3[nH]2)cc1	-5	-0.9%
Cc1ccc(C2CC(=O)C(C=NCCN3CCN(CC(=O)Nc4cc(C)cc(C)c4)CC3)=C(O)C2)cc1 (centres undefined)	4	-2.3%
N#Cc1ccc(/C=C/C(=O)c2ccc3c(c2)OCO3)cc1	-1	1.3%
CCCCNC(=O)C1CCCNC1=O (centres undefined)	/	-1.2%
CCCCOC(=O)c1ccc(NC(=O)C(=O)NCCN(C)C)cc1	-16	9.1%
COC(=O)C(O)(CC(=O)Nc1ccc(C)c(F)c1)C(F)(F)F (centres undefined)	/	-3.0%
O=[N+]([O-])c1ccc(/C=N/N=C/c2ccc([N+](=O)[O-])o2)o1	8	-2.7%

The results go on.
Order of values: RmlCD inh 1536, M. tuberculosis GlmU
O=C(CCCN1C(=O)c2ccccc2C1=O)Nc1nc2ccccc2[nH]1
    4, 5.8%
Cc1ccc(C)c(N2C(=O)CC(N3CCN(Cc4ccc5c(c4)OCO5)CC3)C2=O)c1 (centres undefined)
    -8, 7.1%
CCOc1ccc(-n2c(SCC(=O)c3c(N)n(C)c(=O)n(C)c3=O)nnc2-c2cccnc2)cc1
    -1, 1.0%
CC(C(=O)N/N=C/c1ccc(N(C)C)c(Br)c1)N(c1ccccc1)S(C)(=O)=O (centres undefined)
    /, -4.3%
Cc1ccc(S(=O)(=O)N/N=C2/CC(c3ccccc3)Oc3ccccc32)cc1 (centres undefined)
    /, 1.6%
Cc1cc(=O)c2n(Cc3ccc(Cl)cc3)nc[n+]2[nH]1
    /, -1.7%
COC(=O)c1ccccc1NC(=S)NC(=O)COc1ccccc1
    13, -0.4%
Nc1nnc(CC(=O)N/N=C\c2cc([N+](=O)[O-])ccc2O)s1
    24, 4.0%
CN(C)c1ccc(CNC23CN4CN(CN(C4)C2)C3)cc1
    0, 5.1%
N=C(N)SCc1nc2ccccc2c(=O)n1-c1ccccc1Cl
    3, -2.9%

Next part:
Order of values: RmlCD inh 1536, M. tuberculosis GlmU
O=C(NCCCO)C(=O)NCc1ccccn1
    /, 0.0%
Cc1cc2nc3n(c2cc1C)CC1CC(C(=O)NCc2cccc(C(F)(F)F)c2)N(C)C31 (centres undefined)
    /, 0.5%
COc1ccc(-c2nnnn2C(C)C)cc1S(=O)(=O)Nc1ccccc1
    -3, -0.8%
O=C(NCc1ccc(Cl)cc1)c1ccccc1CCc1ccccc1
    0, 2.5%
O=C(O)CC1CCS(=O)(=O)C1 (centres undefined)
    18, 0.1%
CCC(C)(C)NC(=O)CN(Cc1cccs1)C(=O)CNS(=O)(=O)c1ccc(F)cc1
    -13, -0.8%
CN(C)S(=O)(=O)c1ccc2c(c1)nc(CCC(=O)Nc1ccc3c(c1)OCO3)n2C
    1, -3.6%
COc1cccc(CNc2ccc([N+](=O)[O-])cc2Cl)c1O
    6, -0.6%
CCOC(=O)N(C)OC(=O)Nc1ccc(Cl)c(Cl)c1
    /, 12%
Cc1cc(NC(=O)c2c(Cl)cccc2Cl)no1
    9, -0.7%

Other compounds
Order of values: RmlCD inh 1536, M. tuberculosis GlmU
O=C(COC(=O)c1ccccc1Nc1ccccc1)NCc1ccccc1
    -3, -1.3%
Cc1cc(=O)[nH]c(N/N=C/c2c(O)n(-c3ccccc3)c(=O)c3ccccc23)n1
    -10, 3.7%
CCCNCc1cc(OC)c(OCCC)cc1Cl
    /, 2.8%
Cc1ccc(-c2nc3ccccc3c(=O)n2CCN2CCOCC2)cc1
    8, -3.1%
COc1ccc(/C=C/C(=O)O)cc1S(=O)(=O)Nc1ccc2c(c1)OCO2
    -9, -6.8%
CN1CCCCc2c1nc1ccccc1c2N (tested in a mixture with another compound)
    0, -1.1%
CCOc1cc(CN2CCN(c3cccc(C(F)(F)F)c3)CC2)ccc1OC
    2, -13%
Cc1nn(C)cc1/C=N/NC(=O)c1ccc2c(c1)OCO2
    13, -0.2%
NC(=O)c1ncc(C(F)(F)F)cc1Oc1ccc(C(F)(F)F)cc1
    /, -2.7%
CCOP(=O)(OCC)c1nc(-c2cccc([N+](=O)[O-])c2)oc1N1CCCCC1
    -10, 2.6%

Continued:
Order of values: RmlCD inh 1536, M. tuberculosis GlmU
CCCNC(=O)c1nc2ncc(Br)cn2n1
    0, -4.0%
Cc1ccc(C(=O)NC2CCN(CC(=O)NCc3cccs3)CC2)cc1
    -6, -6.6%
CN1CCN(c2ccccc2/C=N/NC(=O)c2cccnc2)CC1
    6, -2.0%
COc1ccc(NC(=S)Nc2ccc(S(N)(=O)=O)cc2)c(OC)c1
    -18, -2.2%
Cc1nc2ccc(Cl)cn2c1P(=S)(N1CCOCC1)N1CCOCC1
    /, 2.5%
Cn1c(=O)c2c(nc(N3CCNCC3)n2Cc2cccc3ccccc23)n(C)c1=O
    /, -3.4%
O=C(O)c1ccccc1OCCOc1ccccc1C(=O)O
    -1, 2.5%
O=C(O)CCN1Cc2ccccc2C1=O
    4, -4.4%
COc1ccc(/C(C)=N/N2CCOCC2)c(O)c1
    9, 2.7%
O=C(C1CCN(S(=O)(=O)c2ccc(Cl)cc2)CC1)N1CCOCC1
    10, 4.2%

Going on with the list:
Order of values: RmlCD inh 1536, M. tuberculosis GlmU
O=C(OCC(=O)N1CCc2ccccc2C1)c1cccnc1Cl
    -11, 7.2%
COc1ccc(S(=O)(=O)N2CCN(C(=O)Cc3cccs3)CC2)cc1
    14, 0.6%
O=c1oc2ccccc2c2c1C(c1ccc(Cl)cc1)Nc1ccc3ccccc3c1-2 (centres undefined)
    -2, -2.0%
O=C(CN1CCN(C(c2ccccc2)c2ccccc2)CC1)NC(=O)NCc1ccco1
    18, 0.8%
COc1cc(NS(=O)(=O)c2ccc(Nc3nc(-c4cccc([N+](=O)[O-])c4)cs3)cc2)nc(OC)n1
    /, 4.9%
CC(=O)CSc1nc(N(C)C)nc(N(C)C)n1
    -8, 1.1%

An excerpt of these results, with each value named:
CCCCNC(=O)C1CCCNC1=O (centres undefined)
- RmlCD inh 1536 = /
- M. tuberculosis GlmU = -1.2%

CCCCOC(=O)c1ccc(NC(=O)C(=O)NCCN(C)C)cc1
- RmlCD inh 1536 = -16
- M. tuberculosis GlmU = 9.1%

COC(=O)C(O)(CC(=O)Nc1ccc(C)c(F)c1)C(F)(F)F (centres undefined)
- RmlCD inh 1536 = /
- M. tuberculosis GlmU = -3.0%

O=[N+]([O-])c1ccc(/C=N/N=C/c2ccc([N+](=O)[O-])o2)o1
- RmlCD inh 1536 = 8
- M. tuberculosis GlmU = -2.7%
